From PubChem BioAssay
Yfh1-depleted yeast: enhancers of respiration in Yfh1-depleted yeast, dose response, Friedreich's ataxia, plus single-dose screen (AID 1465); S. cerevisiae Yfh1-off respiration, WST-1 reduction, 72 h; higher fold induction means a stronger effect; 220,000 compounds, 0.074% hits; fold induction at 50 µM, or EC50 in µM where a hit was titrated;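 active means fold induction of absorbance versus untreated yeast above a set limit, then at least 30% activation at any dose in follow-up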;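 further: activators that raise dye reduction in frataxin-depleted yeast; strong numbers were not always called active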
PMI inhibition: human PMI inhibitors, high substrate, primary screen, biochemical, fluorescence intensity, high mannose 6-phosphate (AID 1220) | recombinant PMI enzyme, coupled fluorescence intensity; higher % means a stronger effect | one-dose inhibition, % at 20 µM; IC50 in µM for titrated hits | 190,000 compounds, 0.66% hits
WT yeast gro inh: growth inhibition of WT yeast, mitochondrial fusion screen. mitochondrial fusion phenotypic screen, WT strain. inhibition, % at 10 µM. 190,000 compounds, 2.1% hits. AID 1362; in the data active means inhibition above about 58%; tested in S. cerevisiae
LYP phosphatase: inhibitors of LYP phosphatase, biochemical, fluorescence intensity, uHTS (AID 1779) | one-dose inhibition, % at 11.5 µM; IC50 in µM for titrated hits | recombinant LYP phosphatase, fluorescence intensity; higher % means a stronger effect | 290,000 compounds, 0.054% hits;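 further: plate controls were vehicle with enzyme for no effect and no enzyme for full effect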
human PMI inhibition: MPI enzyme activity inhibition – biochemical, fluorescence intensity, coupled assay, primary screen (AID 1209); 190,000 compounds, 0.42% hits; inhibition, % at 20 µM, or IC50 in µM where a hit was titrated; purified PMI enzyme, coupled fluorescence intensity; higher % means a stronger effect;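 further: plate controls were DMSO vehicle for no effect and wells lacking substrate for full effect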
XIAP antagonists: small molecules displacing peptide from XIAP – biochemical, IAP family, fluorescence polarization (AID 1018); XIAP BIR domain, fluorescence polarization peptide displacement; higher % means a stronger effect; displacement, % at 20 µM, or IC50 in µM where a hit was titrated; 200,000 compounds, 0.007% hits; in the data active means displacement above about 50%; further: a part of the inactive calls stands beside numbers as strong as those of hits
TNAP activation fold: human TNAP enzyme activators, primary screen, biochemical, luminescent, no phosphate acceptor, uHTS (AID 1001) | 200,000 compounds, 0.03% hits | purified TNAP, luminescent activation assay, no phosphate acceptor; higher activation fold means a stronger effect | activation fold at 20 µM; hits with a dose series show EC50 in µM; in the data active means activation fold from about 3, or a potency from the dose series; inactive means the rest, 99 in 100 with activation fold below about 1.6; further: many of its hits are not listed in these tables
P. falciparum M1AAP: P. falciparum M1AAP inhibitors, biochemical, fluorogenic H-Leu-NHMec substrate, 1536-well (AID 1445) | recombinant M1AAP, H-Leu-NHMec fluorogenic kinetic assay; higher % means a stronger effect | 220,000 compounds, 0.42% hits | one-dose inhibition, % at 30 µM; IC50 in µM for titrated hits;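 active means primary inhibition above the hit cutoff, then over 50% inhibition at one or more dose response concentrations, cut at about 23% in these data, passing the limit was not always enough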;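 further: plate controls were DMSO full reaction for no effect and no enzyme background for full effect; strong numbers were not always called active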
P. falciparum M17LAP: P. falciparum M17LAP inhibitors, primary screen, biochemical, fluorogenic H-Leu-NHMec substrate, 1536-well (AID 1619); recombinant M17LAP, H-Leu-NHMec fluorogenic kinetic assay; higher % means a stronger effect; inhibition, % at 30 µM; hits with a dose series show IC50 in µM; 220,000 compounds, 0.38% hits;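 active means compound inhibiting the enzyme by more than half at any dose during confirmatory dose-response retesting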;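 further: plate controls were full reaction with DMSO carrier for no effect and no enzyme background for full effect; strong numbers were not always called active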
WT yeast gro inh mutant strain: second read-out of WT yeast gro inh, no call of its own (marks repeat the call); inhibition, %; mitochondrial fusion phenotypic screen, mutant strain inhibition
Starred values were filed as active, the others as inactive; i = inactive; / = not tested or not shown. Unless noted, no stated cut-off is given here; in the data, active means inhibition above about 50%; inactive means the rest.

SMILES	Yfh1-depleted yeast	PMI inhibition	WT yeast gro inh	WT yeast gro inh mutant strain	LYP phosphatase	human PMI inhibition	XIAP antagonists	TNAP activation fold	P. falciparum M1AAP	P. falciparum M17LAP
C=CCC(Nc1ccccc1)c1ccc(OC)c(OC)c1 (stereo not given)	i	/	/	/	-4%	/	/	/	5%	-6%
Cc1cc(C)nc(/N=C(\N)Nc2ccc(OCc3ccccc3)cc2)n1	i	11%	14	-7	-7%	12%	-3.4%	2	/	/
S=c1nc(C2CCCCC2)[nH]c2ccccc12	i	-7%	5	3	-4%	-4%	-5.0%	1	22%	-2%
N#Cc1c(NC(=O)c2cc([N+](=O)[O-])ccc2N2CCOCC2)sc2c1CCCC2	i	21%	9	-5	-6%	6%	-0.7%	1.1	0%	1%
COc1ccccc1-c1c(C)nn2c(N3CCN(Cc4ccccc4)CC3)cc(C)nc12	i	14%	85*	50*	-9%	15%	-6.2%	1.1	10%	5%
CN(C(=S)Nc1ccccc1)c1ccccc1	i	7%	-5	-8	-5%	3%	-1.8%	1	3%	-3%
CCN(CC)C(=O)c1oc2ccc(S(=O)(=O)N3CCCCCC3)cc2c1C	i	-3%	18	1	1%	7%	-21%	1.1	15%	-6%
C/C(=N\NS(=O)(=O)c1cccc([N+](=O)[O-])c1)c1cc2ccccc2o1	i	-16%	-2	-5	-1%	-4%	-5.2%	1.1	12%	33%
CS(=O)(=O)N(CC(=O)N1CCC(C(N)=O)CC1)c1ccc(Cl)c(C(F)(F)F)c1	i	0%	-24	-27	-10%	-1%	2.1%	1.2	6%	18%
Cc1ccc(-c2cc(C(=O)Nc3cc(C(=O)O)ccc3C)c3ccccc3n2)cc1	i	4%	-11	-6	-1%	2%	-1.3%	1.1	0%	0%
Nc1ccccc1-c1n[nH]c(=S)s1	i	-60%	-12	17	-13%	-44%	-8.7%	1.1	12%	-6%
CCOC(=O)/C=C1\SCC(=O)N1CC(=O)N1CCOCC1	i	6%	-7	2	-1%	-1%	4.2%	1.1	0%	9%
Cc1cc(/C=N/NC(=O)c2c(Br)cnn2C)c(C)n1-c1cccc(Br)c1	i	6%	26	-4	11%	-1%	-6.1%	1.1	11%	12%
CC(C)NC(=S)NN=C1CCCCCCCCCCC1	i	12%	70*	53*	-4%	13%	-2.4%	1.2	-1%	-5%
CCc1cc(SC#N)ccc1N	i	2%	-6	9	-7%	6%	-4.5%	1.1	4%	-1%
CCOC(=O)c1c(C)n(C)c2cc(-c3ccc(F)cc3)c(O)cc12	i	6%	-7	-3	2%	9%	-11%	1	2%	-1%
COc1ccc(-n2nc3c(N)n[nH]c3cc2=O)cc1	i	-98%	3	2	-3%	-58%	-2.3%	1	4%	0%
COC(=O)c1cccc(NC(=O)/C(=C\c2ccccc2)NC(=O)c2ccccc2Cl)c1	i	-1%	3	-9	-5%	-7%	-3.7%	1	5%	-1%
CCCNS(=O)(=O)c1ccc(OCC(=O)NCc2ccc3c(c2)OCO3)cc1	i	10%	1	4	-5%	8%	-1.4%	1.1	5%	7%
Cn1cc(Cl)c(C(=O)NNC(=S)NC2CCCCC2)n1	i	-5%	2	3	-2%	-9%	-2.0%	41µM*	-1%	0%
C/C(=N\NC(=O)C1CC1(c1ccccc1)c1ccccc1)c1cccc([N+](=O)[O-])c1 (stereo not given)	i	-1%	14	15	2%	10%	2.6%	1.1	1%	10%
COc1cc(N/N=C(\C)c2ccc(O)c(C)c2)nc(-c2ccccc2)n1	i	18%	92	96	2%	25%	-4.1%	1	/	/
Nc1ncc(-c2ccc([N+](=O)[O-])cc2)cn1	i	17%	-9	11	-1%	14%	87%	1	11%	-3%
CC(=O)Nc1ccc(NC(=O)c2ccc(NS(=O)(=O)c3cc(C(C)(C)C)cc(C)c3C)cc2)cc1	i	-3%	7	12	-1%	-7%	-7.2%	1.1	0%	14%
CC(=O)Oc1oc(-c2ccccc2)nc1C=Nc1ccccc1	i	-9%	3	59	-7%	-12%	-1.6%	1	8%	10%
CCn1nc(C)cc1Nc1ccccc1	i	-11%	-2	3	-1%	-4%	1.0%	1.1	10%	4%
Cc1cccc(OCCOCCN2CCNCC2)c1C	i	-5%	2	-19	-4%	-13%	-12%	1.1	5%	-15%
O=C(Nc1nccs1)C1CCCN(S(=O)(=O)c2cccnc2)C1 (stereo not given)	i	-9%	-10	5	-11%	1%	-6.1%	1.2	2%	-6%
Cc1ccccc1S(=O)c1ccccc1C(=O)O (stereo not given)	i	/	/	/	-10%	/	/	/	-1%	-6%
Clc1c(CSc2nc3ccccc3o2)nc2sccn12	i	18%	11	11	-6%	23%	2.0%	1.1	7%	0%
CC(C)(CO)Nc1nc(Cl)nc(NC2CCCCC2)n1	i	/	/	/	-4%	/	/	/	5%	-3%
Nc1ccccc1Nc1cc(-c2ccccc2)[nH]n1	i	28%	36	18	4%	14%	-4.5%	0.5	8%	5%
COc1ccc(OCC(=O)N2CCN(C(=O)COc3ccc(Br)cc3)CC2)cc1	i	22%	-2	-11	-3%	15%	-3.1%	1	59µM*	-3%
CCOc1ccc(C(Nc2ccc(C)cc2)P2(=O)OCCC(C)O2)cc1 (stereo not given)	i	-5%	7	4	-2%	5%	-4.8%	1.1	2%	2%
Cc1ccc(N2C(N)=C(C#N)C(c3cccs3)C3=C2CC(C)(C)CC3=O)cc1 (stereo not given)	i	8%	-3	-4	-10%	10%	-6.9%	1.1	6%	23%
COC(=O)c1ccc(C2C(C(C)=O)=C(C)Nc3ncnn32)cc1 (stereo not given)	i	3%	11	3	-2%	-8%	-4.1%	1.1	9%	24%
CCSc1nc2n(n1)C(c1cccc(F)c1)C1=C(CCCC1=O)N2 (stereo not given)	i	1%	-15	-44	1%	-3%	-6.7%	1	-6%	5%
CCn1ncc(N(C)N)c(Cl)c1=O	i	13%	2	5	-8%	-4%	-5.1%	1.1	8%	6%
COCCN1C(=O)N[C@@H](c2ccc(Br)cc2)C(C(=O)OC)=C1C	/	5%	-1	-28	-4%	5%	-7.8%	1.1	-2%	4%
COCc1cc(=O)n2c([nH]c3ccccc32)c1C#N	i	19%	-14	-11	-13%	26%	-1.4%	1	31%	-169%
CCOCC(=O)OCC(=O)Nc1cc(OC)c([N+](=O)[O-])cc1C	i	5%	-8	-9	-7%	3%	-6.0%	1.1	3%	12%
O=C(OCCN=C1NS(=O)(=O)c2ccccc21)c1ccccc1	i	-1%	-7	-9	-4%	2%	-1.8%	1.1	-2%	-7%
CCCc1cnc(NCCNCC(O)COc2ccc(Cl)c(Cl)c2)nc1 (stereo not given)	i	/	/	/	-7%	/	/	/	-7%	-8%
Cc1nc2c(=O)n(-c3cccc(C(F)(F)F)c3)nc(C)c2s1	i	/	/	/	2%	/	/	/	16%	8%
O=C(c1ccco1)N1CCN(c2ncnc3scc(-c4ccccc4)c23)CC1	i	-17%	15	-16	-8%	-15%	-0.8%	1.1	-3%	2%
Cc1cc(C(=O)NCCN2C(=O)S/C(=C\c3cccs3)C2=O)ccc1[N+](=O)[O-]	i	20%	19	5	2%	12%	-11%	1	6%	-8%
COc1cccc(-c2ccc(=O)n(CC(=O)Nc3ccc(S(=O)(=O)NCC(C)C)cc3)n2)c1	i	6%	-15	-10	5%	8%	-3.9%	1	/	/
CC(=O)Nc1ccc(N=Cc2ccc(OCc3ccccc3)cc2)cc1	i	10%	-11	-10	-4%	14%	-7.0%	1.1	9%	6%
N#C/C(=C\c1ccc(O)c(O)c1)C(=O)N1CCCC1	i	-2%	14	-4	-3%	39%	-7.2%	0.3	7%	26%
CC(=O)c1ccc(N2CCN(C(=O)CN(C)S(=O)(=O)c3cnc[nH]3)CC2)cc1	i	-2%	3	8	-3%	-6%	-1.3%	1	9%	8%
COc1ccccc1Nc1nc(-c2cccs2)cs1	i	33%	7	-5	5%	14%	-10%	1	10%	6%
Cc1sc(-n2cccc2)c(C(=O)O)c1C	/	-3%	-1	13	-4%	-4%	2.3%	1.1	5%	12%
COC(=O)c1[nH]c2ccc(C)cc2c1NC(=O)CCN1CCN(Cc2ccc3c(c2)OCO3)CC1	i	6%	-24	16	-12%	3%	-2.4%	1.1	6%	-1%
CS(=O)(=O)Nc1ccc(C(=O)NCc2ccc3c(c2)OCO3)cc1	i	3%	-9	-2	2%	1%	-2.9%	1	1%	-5%
O=C1CCCC/C1=C\Nc1ccccc1C(=O)O	i	-2%	12	-3	-11%	-13%	-5.2%	1	0%	5%
Fc1ccc(-c2nnc(Cc3nnc(-c4ccc(F)cc4)o3)o2)cc1	i	14%	7	-6	-6%	5%	-4.9%	1.1	11%	8%
CSc1nc2ccc(NC(=O)c3c(-c4ccccc4)noc3C)cc2s1	i	/	/	/	0%	/	/	/	3%	8%

Copied from the list:
WT yeast gro inh, COc1ccccc1Nc1nc(-c2cccs2)cs1 stands at 7
XIAP antagonists, COc1cccc(-c2ccc(=O)n(CC(=O)Nc3ccc(S(=O)(=O)NCC(C)C)cc3)n2)c1 stands at -3.9%

9 structures out of the list, arranged by heavy-atom count, rising.
SMILES	Yfh1-depleted yeast	PMI inhibition	WT yeast gro inh	WT yeast gro inh mutant strain	LYP phosphatase	human PMI inhibition	XIAP antagonists	TNAP activation fold	P. falciparum M1AAP	P. falciparum M17LAP
Cc1sc(-n2cccc2)c(C(=O)O)c1C	/	-3%	-1	13	-4%	-4%	2.3%	1.1	5%	12%
O=C1CCCC/C1=C\Nc1ccccc1C(=O)O	i	-2%	12	-3	-11%	-13%	-5.2%	1	0%	5%
COc1ccccc1Nc1nc(-c2cccs2)cs1	i	33%	7	-5	5%	14%	-10%	1	10%	6%
CS(=O)(=O)Nc1ccc(C(=O)NCc2ccc3c(c2)OCO3)cc1	i	3%	-9	-2	2%	1%	-2.9%	1	1%	-5%
Fc1ccc(-c2nnc(Cc3nnc(-c4ccc(F)cc4)o3)o2)cc1	i	14%	7	-6	-6%	5%	-4.9%	1.1	11%	8%
CC(=O)Nc1ccc(N=Cc2ccc(OCc3ccccc3)cc2)cc1	i	10%	-11	-10	-4%	14%	-7.0%	1.1	9%	6%
Cc1cc(C(=O)NCCN2C(=O)S/C(=C\c3cccs3)C2=O)ccc1[N+](=O)[O-]	i	20%	19	5	2%	12%	-11%	1	6%	-8%
COc1cccc(-c2ccc(=O)n(CC(=O)Nc3ccc(S(=O)(=O)NCC(C)C)cc3)n2)c1	i	6%	-15	-10	5%	8%	-3.9%	1	/	/
COC(=O)c1[nH]c2ccc(C)cc2c1NC(=O)CCN1CCN(Cc2ccc3c(c2)OCO3)CC1	i	6%	-24	16	-12%	3%	-2.4%	1.1	6%	-1%
